dFosB act: mouse delta FosB homodimer activation. P13346. purified delta FosB, TAMRA-CDK5 oligo fluorescence polarization; percent of positive-control signal above neutral wells. activation, % at 25 µM. 0.99% of 340,000 active. AID 493131;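 active = mean activation above about 17%, with every replicate also reaching it, limit read from the data, passing the limit was not always enough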;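 note: fluorescence polarization rise as delta FosB binds a TAMRA Cdk5 AP-1 oligo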
Cardiac RTF inh: cardiac RTF calcium desensitization. IANBD-labeled cardiac RTF, Ca2+ fluorescence. inhibition, % at 7.15 µM. 0.12% of 340,000 active. AID 493244;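 active = inhibition above the mean inhibition of all tested compounds plus 3 SD, cut at about 17% in these data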;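 note: assay run at fixed EC70 calcium of 1.6 mM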
Keap1 Nrf2 FP: Keap1-Nrf2 (human) interaction inhibition; inhibition, % at 9.4 µM; 0.15% of 340,000 active; Q14145; AID 504523; Keap1 Kelch-Nrf2 peptide fluorescence polarization, 1536-well; in the data active = inhibition above about 12%;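 note: human Keap1 Kelch domain with fluorescein labeled Nrf2 9mer peptide probe; 0% = neutral control wells and 100% = peptide positive control; higher means more block of Keap1 binding to Nrf2 peptide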
Rtt109 HAT inh: inhibitors of Candida albicans Rtt109/Vps75 histone acetyltransferase. Q5AAJ8. inhibition, % at 34.9 µM. AID 540336. purified Rtt109/Vps75, ThioGlo CoA-SH fluorescence, 4 h. 0.16% of 330,000 active;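 active = inhibition of at least 50% in every replicate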
PfHsp90 set2: growth inhibition of yeast expressing Plasmodium Hsp90; S. cerevisiae expressing PfHsp90, BacTiter-Glo ATP, 48 h; yeast lacking PDR1 and PDR3 efflux regulators; 0.32% of 310,000 active; inhibition, % at 9.4 µM;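 active = every replicate shows inhibition above about 80%, whatever the replicate mean, limit read from the data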;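 note: 0% = DMSO neutral controls and 100% = 20 µM radicicol positive controls; yeast relying on Plasmodium falciparum Hsp90 in place of its own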
NSD2 HMT inh: blocks human histone methyltransferase NSD2; O96028; NSD2 peptide methylation, AlphaScreen, 120 min; inhibition, % at 12.5 µM; 0.54% of 310,000 active; in the data active = inhibition above about 50%
Target sequence (O96028 whole entry, looked up): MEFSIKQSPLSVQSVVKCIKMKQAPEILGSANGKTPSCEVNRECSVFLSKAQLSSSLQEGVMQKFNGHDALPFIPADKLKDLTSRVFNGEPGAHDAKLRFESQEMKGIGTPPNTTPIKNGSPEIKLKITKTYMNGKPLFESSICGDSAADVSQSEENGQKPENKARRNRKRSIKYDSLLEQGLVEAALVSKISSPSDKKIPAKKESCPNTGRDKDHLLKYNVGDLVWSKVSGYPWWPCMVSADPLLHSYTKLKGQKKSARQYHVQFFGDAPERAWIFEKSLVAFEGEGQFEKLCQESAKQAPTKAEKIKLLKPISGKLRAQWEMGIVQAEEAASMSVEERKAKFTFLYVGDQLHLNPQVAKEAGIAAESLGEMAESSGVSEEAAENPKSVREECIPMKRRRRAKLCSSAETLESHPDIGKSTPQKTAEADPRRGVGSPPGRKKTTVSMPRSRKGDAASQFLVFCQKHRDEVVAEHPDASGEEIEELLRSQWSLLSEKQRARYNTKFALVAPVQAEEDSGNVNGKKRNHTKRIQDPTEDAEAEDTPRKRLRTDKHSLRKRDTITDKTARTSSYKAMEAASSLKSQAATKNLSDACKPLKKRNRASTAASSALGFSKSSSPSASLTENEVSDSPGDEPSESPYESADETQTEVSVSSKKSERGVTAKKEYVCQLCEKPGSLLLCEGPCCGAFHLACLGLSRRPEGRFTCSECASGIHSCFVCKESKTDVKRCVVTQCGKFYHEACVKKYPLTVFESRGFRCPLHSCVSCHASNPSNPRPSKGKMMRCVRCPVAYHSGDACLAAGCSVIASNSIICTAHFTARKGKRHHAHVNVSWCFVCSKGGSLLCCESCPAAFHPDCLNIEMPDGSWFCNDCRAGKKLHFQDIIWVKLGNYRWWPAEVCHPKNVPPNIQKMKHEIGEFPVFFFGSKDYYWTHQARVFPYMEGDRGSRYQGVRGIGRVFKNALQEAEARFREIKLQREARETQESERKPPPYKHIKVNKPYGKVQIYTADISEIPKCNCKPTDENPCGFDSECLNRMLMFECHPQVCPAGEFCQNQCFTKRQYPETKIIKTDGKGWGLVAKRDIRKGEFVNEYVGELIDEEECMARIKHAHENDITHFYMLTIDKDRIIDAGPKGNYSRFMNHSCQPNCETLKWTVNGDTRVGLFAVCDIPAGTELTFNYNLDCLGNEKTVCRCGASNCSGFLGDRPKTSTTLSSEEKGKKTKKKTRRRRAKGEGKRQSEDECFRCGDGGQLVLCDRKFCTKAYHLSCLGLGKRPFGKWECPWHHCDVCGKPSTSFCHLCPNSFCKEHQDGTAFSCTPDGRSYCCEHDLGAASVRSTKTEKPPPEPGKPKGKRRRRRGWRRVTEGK
CDK5 p35 inh: blocks human CDK5/p35 kinase activity; Q00535+Q15078; Recombinant CDK5/p35, ADP-Glo luminescence, 60 min; inhibition, % at 10 µM; 0.01% of 330,000 active;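 active = highest replicate inhibition of at least 50% and at least 75% of replicates reaching 50%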;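 note: plate controls were DMSO neutral control for no effect and GW8510 at 10 µM for full effect; many of its hits are not listed in these tables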
PvdQ inh: blocks Pseudomonas aeruginosa PvdQ acylase activity. inhibition, % at 10 µM. AID 488965. 0.063% of 340,000 active. purified PvdQ acylase, fluorescence plate reader; in the data active = inhibition above about 30%, passing the limit was not always enough;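 note: 0% = vehicle neutral wells and 100% = reference inhibitor wells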
SUMO Mot1 rescue: SUMOylation pathway inhibition by Mot1-301 growth rescue. S. cerevisiae Mot1-301 growth rescue, ATP luminescence, 38.5C; percent above DMSO median, 100 means doubled. growth rescue, % at 18.8 µM. 1% of 320,000 active;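 active = every valid replicate shows activation above 250% relative to neutral control wells; inactive = the rest, any valid replicate at or below 250%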;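 note: OY570 slx delta 5 strain wells were the positive control but not used for scaling; some compounds called inactive have numbers as strong as hits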
cardiac RTF act: increases calcium sensitivity of human cardiac regulated thin filaments; P19429+P45379; IANBD-labeled TnC RTF fluorescence at EC20 calcium; 0% EC20 calcium, 100% full calcium; activation, % at 7.2 µM; 0.24% of 340,000 active;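 active = activation above the mean over all tested compounds plus 3 SD, cut at about 30% in these data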;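 note: rise in fluorescence read as greater calcium sensitivity of cardiac thin filaments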
C-LANA FP: KSHV C-LANA DNA binding inhibition; MBP-C-LANA/FAM-LBS DNA binding, fluorescence polarization; inhibition, % at 9 µM; 0.078% of 340,000 active; AID 504423;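 active = highest replicate inhibition at or above 60% at 9 µM, even if other replicates fall short; inactive = all replicates below 60% inhibition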;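 note: 0% = neutral control wells and 100% = 4 µM acridine orange control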
Active calls of the source: *; nt = not tested or not shown.

SMILES	dFosB act	Cardiac RTF inh	Keap1 Nrf2 FP	Rtt109 HAT inh	PfHsp90 set2	NSD2 HMT inh	CDK5 p35 inh	PvdQ inh	SUMO Mot1 rescue	cardiac RTF act	C-LANA FP
COc1ccc2oc(C(=O)Nc3ccc(N4CCOCC4)cc3)c(C)c2c1	-6.3	-5.6	-2.9	2.3	-4.4	3.2	1.2	-10.4	64.4	-18.2	0.6
CN1CCN(S(=O)(=O)CC2(C)C3CCC2(C)C(=O)C3Br)CC1 (configuration not stated)	-0.1	0.2	1.2	25.7	3.7	-3.0	1.0	3.4	nt	-3.0	-0.2
Cc1ccccc1OCC(O)Cn1c(Br)nc2c1c(=O)n(C)c(=O)n2C (configuration not stated)	-4.0	-13.8	-1.5	-0.5	13.4	-1.6	2.9	-10.9	-1.3	-7.1	-2.2
Cc1cc(=O)n(CCC(=O)O)c2ccccc12	-3.5	-16.2	1.7	-2.9	-8.0	-1.9	0.2	-7.3	nt	-2.9	1.4
CCOC(=O)c1sc2nc(C)nc(NCCc3ccc(S(N)(=O)=O)cc3)c2c1C	-1.2	-15.7	-1.7	-3.5	15.8	2.0	-1.1	-9.3	63.6	-3.4	-1.8
Clc1ccccc1N/N=C/c1ccc2c(c1)OCO2	0.7	5.8	-1.4	2.2	-23.6	3.4	0.0	-1.2	165.4	-9.4	-1.0
COc1cc(OC)c(-n2cc(-c3ccc(Cl)cc3)[nH]c2=O)cc1Cl	1.6	-3.0	-0.4	0.3	2.6	-0.3	-1.3	-15.3	-11.3	8.2	0.1
Cc1cc(C)n(-c2cccc(C(=O)O)c2)n1	-4.9	-8.8	-0.4	10.3	20.9	-1.0	-0.6	3.5	8.5	-2.6	3.2
Cc1ccc(S(=O)(=O)N2[C@@H](c3ccc(Br)cc3)C(C(=O)O)=CC[C@H]2c2cccc(Cl)c2)cc1	-7.7	-5.9	-1.8	11.6	-13.0	nt	-1.2	6.6	171.2	2.5	-1.4
O=C(Nc1ccc(-c2nnc(-c3ccccc3)o2)cc1)C1CCCO1 (configuration not stated)	-5.2	-3.7	-2.8	-3.6	2.0	-3.8	0.3	-5.4	17.1	2.9	1.2
CCS(=O)(=O)NCc1csc(C)n1	4.0	2.2	-0.4	-5.4	-0.3	-5.7	-0.3	-0.8	nt	-2.0	-1.3
CCC(C)(C)C1CCC2(CC1)NC(=O)N(CC(=O)NCCOc1ccccc1)C2=O (configuration not stated)	-14.9	-3.7	-3.4	6.5	-8.9	0.4	0.5	-4.6	4.8	-4.3	-1.0
O=C(N/N=C/c1ccncc1)c1ccc(COc2cccc3cccnc23)cc1	-17.9	-11.6	-3.1	7.6	-5.3	-3.1	-1.2	1.8	nt	1.7	-0.1
COC(=O)CCCC(=O)NCC1(N(C)Cc2ccccc2)Cc2ccccc2C1	-9.7	1.8	0.6	2.0	-1.4	-3.0	0.1	-20.7	387.3*	-4.6	-1.3
N#Cc1c(NC(=O)CCN2C(=O)c3ccccc3C2=O)oc(-c2ccccc2)c1-c1ccccc1	2.4	-3.6	1.1	-1.4	-0.5	7.5	-2.0	6.2	264.0	-1.2	-0.5
O=C(CSc1ccc(-c2ccccn2)nn1)c1ccc([N+](=O)[O-])cc1	1.5	4.7	0.5	0.9	16.1	-14.4	1.1	2.2	-19.7	-3.8	-1.1
COC(=O)CSc1nnnn1-c1cccc2ccccc12	-3.8	-5.4	-3.2	1.7	-25.9	-3.3	0.4	-11.3	11.1	-1.4	1.0
CCN(Cc1ccc(OC)c(F)c1)C(=O)c1cc2ccccc2o1	-7.3	0.1	-3.6	3.4	-50.6	-5.7	-0.8	3.9	-5.1	-2.6	-3.3
C[N+]1(CCN2C(=O)C3CC=C(Cl)CC3C2=O)CCOCC1 (configuration not stated)	5.8	-7.3	-1.1	-18.6	-23.0	nt	-2.0	-16.5	-0.9	1.1	1.5
CCOc1ccc(-c2csc(NC(=O)c3cccc(N4C(=O)CCC4=O)c3)n2)cc1	1.2	2.4	-4.8	13.6	4.7	-6.6	2.2	8.0	2.4	3.9	0.2
CCN(C(=O)COc1ncnc2ccccc12)C1CCCCC1	6.9	0.2	-4.5	-8.8	-1.6	-3.2	-0.5	1.9	15.4	-6.9	-1.1
O=C(c1ccc(F)cc1)N1CCN(C2CCC(c3ccccc3)CC2)CC1 (configuration not stated)	-2.1	1.4	0.1	5.7	59.5	-1.0	-0.5	-7.3	243.5	-5.9	0.1
CCCC(=O)Nc1ccccc1NC(=O)c1ccc(OC)cc1	0.2	-11.0	3.8	-3.7	0.5	-1.6	-0.7	-15.1	-10.3	-3.8	0.5
CCN(C(=O)CSc1nnc(C)n1-c1cccc(C)c1)C1CCS(=O)(=O)C1 (configuration not stated)	4.8	-13.8	1.3	-1.9	2.0	-3.8	0.7	-11.1	-17.0	5.0	-0.3
CCCn1nc(C(=O)Nc2ccc3c(c2)OCCO3)c2ccccc2c1=O	-9.2	-11.2	-3.7	4.0	-25.2	-5.1	-0.3	-6.7	4.6	-1.4	2.6
(continued)
SMILES	dFosB act	Cardiac RTF inh	Keap1 Nrf2 FP	Rtt109 HAT inh	PfHsp90 set2	NSD2 HMT inh	CDK5 p35 inh	PvdQ inh	SUMO Mot1 rescue	cardiac RTF act	C-LANA FP
CC1=C(C)C(=O)OC(C(C)C2CCC3C4CC=C5CC(OC6OC(COC7OC(CO)C(O)C(O)C7O)C(O)C(O)C6O)CC(O)C5(C)C4CCC23C)C1 (configuration not stated)	-19.4	-4.1	-5.4	-3.3	-21.1	nt	-1.2	-12.4	-7.3	-0.9	0.2
CCN(CC)C1CCN(Cc2c(C(=O)N3CCCCCCC3)nc3ccc(Cl)cn23)C1 (configuration not stated)	-11.6	-5.5	6.0	-9.0	2.3	42.0	1.3	-13.9	12.6	-1.1	2.1
CC(C(=O)NCC1CCCCC1)N(C)Cc1ccc(Cl)cc1 (configuration not stated)	-6.5	8.9	-4.6	19.4	10.5	-9.4	0.4	-9.1	8.2	-0.8	-1.1
COCCNC(=O)c1ccc2c(c1)nc(C)n2-c1cc(OC)c(OC)c(OC)c1	1.5	-3.7	0.5	9.1	6.5	nt	0.4	-0.5	4.4	-0.7	-0.8
O=C(O)c1cc(S(=O)(=O)N2CCCc3ccccc32)ccc1Cl	-1.0	-9.5	-7.2	3.2	-18.0	-1.7	1.3	-13.7	-19.0	-4.4	-0.1
COc1ccccc1NC(=O)CN(c1ccc(C23CC4CC(CC(C4)C2)C3)cc1)S(C)(=O)=O	-6.8	-4.0	2.2	1.2	-16.6	18.7	0.7	-9.1	-9.7	1.7	0.1
Cc1ccc(C(=O)CSc2cnc3ccccc3n2)cc1C	-6.4	-1.3	-7.3	-1.4	-6.5	-4.0	-4.2	-10.3	-1.2	5.4	-0.8
Cc1ccc(NC2CCCN(C(=O)Cc3nonc3C)C2)cc1C (configuration not stated)	-5.8	-2.5	-4.5	3.3	0.6	3.3	2.5	3.8	-4.6	-0.9	-0.6
CCOC(=O)C1=NN(c2ccc([N+](=O)[O-])cc2)CC1C(=O)OC (configuration not stated)	2.5	-3.6	1.9	25.5	-9.6	0.7	nt	-1.3	250.3	-6.2	0.5
Cc1c(N=c2scc(-c3ccccc3)n2CCO)c(=O)n(-c2ccccc2)n1C	2.4	-1.1	1.4	-4.1	-1.7	1.4	0.1	-0.6	4.4	1.8	0.0
O=C(Nc1ccc(C(=O)O)cc1)/C(=C\c1ccco1)NC(=O)c1ccco1	1.2	-8.2	2.0	3.0	-11.5	40.1	-0.8	-2.7	7.7	6.1	6.1
CC(C)(C)OC(=O)N/N=C/c1c[nH]c2ccccc12	-0.2	-5.1	0.0	-19.0	-3.1	0.2	0.9	2.4	10.4	-3.8	-0.2
COc1cccc(NC(=O)CN2C(=O)C3(OCCCO3)c3ccccc32)c1	-14.0	-3.4	3.4	-6.6	nt	2.3	-1.4	-10.3	-4.7	1.3	-1.6
O=C(O)/C=C/C(=O)NNC(=O)c1ccccc1Br	7.6	-2.1	1.7	-4.2	-0.5	-1.1	0.1	-3.2	-14.1	2.3	0.9
CC1(C)CC(=O)C(C=NCCN2CCN(C3CC(=O)N(c4ccc(F)cc4)C3=O)CC2)=C(O)C1 (configuration not stated)	-0.7	-3.4	1.0	-1.9	13.6	0.2	0.8	-0.4	-22.3	4.0	-0.1
CC1Cc2cc(S(=O)(=O)NCCc3ccccc3)ccc2N1C(=O)C1CC1 (configuration not stated)	-9.7	3.9	3.2	-2.6	23.6	-1.0	nt	-5.6	9.6	-2.8	-0.2
COc1ccc(S(=O)(=O)NCCN2CCOCC2)cc1Br	-4.3	-2.1	-7.1	2.9	3.1	-2.4	1.0	-21.1	-0.5	4.5	-3.7
COc1cc(NC(=O)CN(C)CCOc2ccccc2)c(C)cc1[N+](=O)[O-]	-2.6	-7.9	-6.6	3.7	-0.4	26.8	-5.6	-16.0	-11.8	2.9	2.2
C=CCn1c(=O)/c(=C\c2ccsc2)s/c1=C(/C#N)C(=O)NCCN1CCOCC1	-4.6	1.5	16.1*	-2.1	15.6	nt	1.2	-9.1	-1.7	6.5	21.4
Cc1ccc2nc(/C(C#N)=C\c3cc(O)ccc3[N+](=O)[O-])[nH]c2c1	7.2	0.0	-3.1	-6.8	12.0	12.3	0.3	3.7	503.3*	-0.3	-0.1
CN(c1ccc(C(=O)NCc2cccs2)cc1)S(=O)(=O)c1ccccc1	-0.2	0.4	-0.5	-7.8	-8.6	-1.8	1.2	-6.3	-6.0	-1.4	-0.3
COc1cc(NC(=O)C(F)(F)F)cc(OC)c1	-1.2	-5.7	-3.6	-2.0	8.2	-0.4	-0.2	3.1	-3.7	2.7	0.2
Cc1ccc(SCCC(=O)Nc2ccc(OCc3ccccc3)cc2)cc1	-8.1	-12.4	-1.3	1.0	-4.6	-0.2	-2.1	6.1	967.5*	-0.6	0.4
O=C1/C(=C/c2ccccc2[N+](=O)[O-])COc2ccccc21	-7.5	-3.4	-0.9	2.7	-28.8	-2.8	-1.8	5.2	-11.6	-3.0	0.6
CC1CC(c2ccccc2)NS(=O)(=O)O1 (configuration not stated)	6.6	1.3	-3.8	-1.2	-12.8	nt	1.6	-1.8	517.7*	-0.9	0.2
O=C(NCc1ccncc1)Nc1ccccc1	4.4	-7.0	-2.3	-1.9	-3.1	2.1	1.2	-15.0	-2.4	6.6	3.0
Cc1ccc(NC(=O)NC2CCCN2S(=O)(=O)c2ccc(Cl)cc2)cc1 (configuration not stated)	-10.1	-1.7	-5.5	11.0	nt	-2.9	-1.1	2.4	743.8	-5.1	0.4

Full records, looked up by structure.
Results for COCCNC(=O)c1ccc2c(c1)nc(C)n2-c1cc(OC)c(OC)c(OC)c1 → dFosB act = 1.5; Cardiac RTF inh = -3.7; Keap1 Nrf2 FP = 0.5; Rtt109 HAT inh = 9.1; PfHsp90 set2 = 6.5; NSD2 HMT inh = nt; CDK5 p35 inh = 0.4; PvdQ inh = -0.5; SUMO Mot1 rescue = 4.4; cardiac RTF act = -0.7; C-LANA FP = -0.8
Results for CC1CC(c2ccccc2)NS(=O)(=O)O1 (configuration not stated) → dFosB act = 6.6; Cardiac RTF inh = 1.3; Keap1 Nrf2 FP = -3.8; Rtt109 HAT inh = -1.2; PfHsp90 set2 = -12.8; NSD2 HMT inh = nt; CDK5 p35 inh = 1.6; PvdQ inh = -1.8; SUMO Mot1 rescue = 517.7*; cardiac RTF act = -0.9; C-LANA FP = 0.2

Bioassay records deposited in PubChem by several laboratories.
